Assay outcomes as filed in PubChem.
IL1B secr inh – qHTS for Inhibitors of Inflammasome Signaling: IL-1-beta AlphaLISA Primary Screen | AID 743279, 2014 | activity change, % at 57.5 µM | THP-1 LPS/ATP IL-1B secretion, AlphaLISA, 16 h; active compounds read low | 360,000 tested, 4.7% active; in the data active means activity change below about -50%; inconclusive means mostly about -30% to -49%; further: on the % scale 0 is the no-effect control and ±100 the full control effect
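Secreted IL-1B measured by AlphaLISA bead assay after 16 h compound exposure of THP-1 cells; compounds (final up to 57.5 uM) added 1 h before LPS (250 ng/mL) and ATP (1.25 mM) stimulation; lower signal means less secretion.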
HT1080 IDH1KD tx – qHTS for induction of synthetic lethality in tumor cells producing 2HG: qHTS for the HT-1080-IDH1KD cell line | AID 686971, 2013 | 360,000 tested, 2% active | Potency, µM (titrated, usually from 46.1 µM), for the others: at the highest dose activity, negative = toxicity, most hits filed as cytotoxic | HT-1080 IDH1 knockdown viability, ATP luminescence, 48 h;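 further: potency means the concentration at half of the fitted maximal effect; 0% = DMSO wells and -100% = cell-free medium wells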
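After a 2 h attachment period, IDH1KD HT-1080 cells took pin-transferred compound for 48 h at 37 °C; ATP-based luminescence after 10 min room-temperature reagent incubation reported viability.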
ATXN2 expr inh – Primary qHTS for Inhibitors of ATXN expression. HEK-293 ATXN2-luciferase reporter, luminescence, 24 h. 360,000 tested, 0.72% active. Potency, µM (titrated, usually from 57 µM), without a hit: at the top dose activity change, negative = inhibition, most hits filed as inhibitors; further: potency means the concentration at half of the fitted maximal effect; on the % scale 0 is the no-effect control and ±100 the full control effect; nearly all actives have a fitted effect of over 55% in size
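ATXN2-luciferase reporter cells (luciferase flanked by upstream and downstream ATXN2 gene portions) were treated 24 h at 37 °C with compounds at up to 57 uM. SteadyGlo luminescence gave expression; GF-AFC fluorescence gave viability.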
ATXN viability – Viability Counterscreen for Primary qHTS for Inhibitors of ATXN expression; S2 cells (HEK-293 line with an ATXN2-luciferase reporter) viability, CellTiter-Fluor protease fluorescence, 24 h; Potency, µM (series often up to 56.7 µM), hits mostly cytotoxic; 400,000 tested, 0.49% active; AID 651635, 2014; further: potency means the concentration at half of the fitted maximal effect; nearly all actives have a fitted effect of over 40% in size
MCF10A rerep – A quantitative high throughput screen for small molecules that induce DNA re-replication in MCF 10a normal breast cells; AID 624296, 2012; 350,000 tested, 2.9% active; MCF 10A DNA re-replication, Hoechst nuclear intensity, 48 h; Potency, µM (top dose mostly 46.1 µM), for inactives: top-dose activity, positive = re-replication, actives largely listed as activators; further: potency means the concentration at half of the fitted maximal effect; % of control where 0% means no effect; nearly all actives have a fitted effect of over 50% in size
HT1080-NT tox – qHTS for induction of synthetic lethality in tumor cells producing 2HG: qHTS for the HT-1080-NT fibrosarcoma cell line. 360,000 tested, 1.6% active. HT-1080-NT fibrosarcoma viability, CellTiter-Glo ATP luminescence, 48 h. Potency, µM (highest dose often 46.1 µM), without a hit: at the top dose activity, negative = less viability, usual class: cytotoxic;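 further: NT is the 2HG producing partner of a matched IDH1 knockdown line; potency means the concentration at half of the fitted maximal effect; 0% = DMSO-treated cells and -100% = media-only wells without cells; nearly all actives have a fitted effect of over 55% in size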
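Luminescent CellTiter-Glo readout after 48 hours of compound exposure at 37 degrees C defined viability of HT-1080-NT cells. Activity was normalized to DMSO wells and cell-free media wells; concentration-response curves were fitted and assigned curve classes.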
SW480 rerep – A quantitative high throughput screen for small molecules that induce DNA re-replication in SW480 colon adenocarcinoma cells; SW480 DNA re-replication, Hoechst DNA content imaging, 48 h; 340,000 tested, 1.8% active; Potency, µM (titrated, usually from 46.1 µM), without a hit: at the highest dose re-replication activation, actives largely listed as activators; AID 624297, 2012; further: potency means the concentration at half of the fitted maximal effect; % of control where 0% means no effect; nearly all actives have a fitted effect of over 55% in size
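Compounds, transferred as 23 nL by pin tool, were incubated with cells for 48 hr; DNA content per nucleus was then quantified by Hoechst staining and fluorescence plate imaging.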
KB-3-1 cytotox – qHTS assay for MDR1-selective chemotherapeutics: Primary screen using the parental adenocarcinoma cell KB-3-1 | 400,000 tested, 1.4% active | KB-3-1 viability, CellTiter-Glo ATP luminescence, 72 h | Potency, µM (top dose mostly 46.1 µM), inactives show at the top dose activity change, negative = cytotoxic, actives largely listed as cytotoxic; further: potency means the concentration at half of the fitted maximal effect; on the % scale 0 is the no-effect control and ±100 the full control effect; nearly all actives have a fitted effect of over 60% in size
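Here the drug-naive KB-3-1 line serves as comparator for MDR sub-line selectivity; cells received compound titrations, 72 h at 37 °C, then CellTiter-Glo readout.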
HepG2 viability – qHTS for Inhibitors of TGF-b: Cytotox Counterscreen. HepG2 CAGA-GFP viability, ATP luminescence, 18 h. Potency, µM (titrated, usually from 46.1 µM), inactives show at the top dose activity change, negative = cytotoxicity, actives largely listed as cytotoxic. 410,000 tested, 0.76% active; further: potency means the concentration at half of the fitted maximal effect; some results filed as inactive show a strong effect at the top dose
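HepG2 CAGA-GFP cells (1000/well, DMEM with 1% FBS) received compound, then TGF-beta at 500 pg/mL final, and were incubated 18 hours at 37 degrees C. Viability was read by CellTiter-Glo luminescence. Media-only wells were set as complete cell-killing and DMSO as no toxicity.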
Starred values were filed as active, the others as inactive; i = inactive; ? = inconclusive; · = no result given; [ ] = another dose, or the depositor's remark. Unless noted, the call rests on the fitted dose curve; in most records, active means well fitted curve in the direction sought with a large enough effect; inconclusive means small, poorly fitted or top-dose-only effect, or another doubt; inactive means no such curve, though single readings can be large; an effect the other way counts as inactive or inconclusive.

cpd	Compound	IL1B secr inh	HT1080 IDH1KD tx	ATXN2 expr inh	ATXN viability	MCF10A rerep
1	CC(C)(C)OC(=O)CNC(=O)c1[nH]cnc1C(=O)Nc1ccc(Cl)cc1	-16.6	-6.7%	-19.5%	i	8.8%
2	Clc1ccc2nc(-c3cccc(Br)c3)c(Cc3ccccc3)n2c1	67.1	3.3%	33.8%[activator]	?	·
3	O=c1ccn([C@@H]2O[C@H](CNCc3cccn3-c3nccs3)[C@@H](O)[C@H]2O)c(=O)[nH]1	0.0	16.8%	1.6%	i	·
4	C/C(=N\NC(=O)c1cc(-c2cccnc2)nc2ccccc12)c1ccc(O)cc1O	49.3	?	3.98µM*	?	?
5	CCC(C)(C)n1nnnc1C(c1cc2ccc(C)cc2[nH]c1=O)N(Cc1cccnc1)Cc1ccco1 (stereo unspecified)	-69.2*	-24.9%	-10.1%	?	?
6	COCCN1C(=O)Cc2c1nc(N)c1c(N)nc(N3CCN(c4ccc(F)cc4)CC3)c(C#N)c21	34.8	-4.4%	19.0%	i	16.2%
7	C/C(=N/Nc1ccccc1C(=O)O)c1cccs1	3.7	-21.2%	44.1%[activator]	i	?
8	COc1ccc(NC(=O)[C@@H]2CCCN2C(=O)[C@@H]2Cc3ccccc3CN2C(=O)OC(C)(C)C)cc1	-2.0	?	-13.3%	i	8.5%
9	CCCCCNC(=O)c1ccc(NS(=O)(=O)c2ccc3[nH]c(=O)[nH]c3c2)cc1	i	-6.3%	7.8%	i	-0.2%
10	OC(c1ccccc1)(c1nc(-c2csc3ccccc23)cs1)C(F)(F)F (stereo unspecified)	-8.6	?	-3.6%	?	·
11	O=C(CNC(=O)c1ccc(Br)o1)NCc1ccc(Cl)cc1	3.7	-26.1%	-4.4%	i	25.9µM*
12	O=C(C[n+]1ccccc1)Nc1ccccc1C(=O)O	15.1	5.6%	·	i	?

cpd	HT1080-NT tox	SW480 rerep	KB-3-1 cytotox	HepG2 viability
1	0.0%	10.7%	?	-40.3%
2	0.8%	·	-1.0%	-8.6%
3	15.5%	·	0.0%	-3.1%
4	?	?	?	-20.1%
5	-0.3%	?	-3.0%	-17.8%
6	0.2%	6.2%	17.0%	6.1%
7	-14.1%	-2.3%	8.1%	5.9%
8	-18.8%	2.6%	0.3%	-6.0%
9	-5.8%	-4.2%	16.8%	-23.8%
10	?	·	0.0%	-96.4%
11	-29.2%	?	3.4%	-1.5%
12	10.2%	-4.4%	-0.8%	-8.6%

Ordered by number of heavy atoms (lowest first): part of the list above
cpd	Compound	IL1B secr inh	HT1080 IDH1KD tx	ATXN2 expr inh	ATXN viability	MCF10A rerep
12	O=C(C[n+]1ccccc1)Nc1ccccc1C(=O)O	15.1	5.6%	·	i	?
11	O=C(CNC(=O)c1ccc(Br)o1)NCc1ccc(Cl)cc1	3.7	-26.1%	-4.4%	i	25.9µM*
10	OC(c1ccccc1)(c1nc(-c2csc3ccccc23)cs1)C(F)(F)F (stereo unspecified)	-8.6	?	-3.6%	?	·
9	CCCCCNC(=O)c1ccc(NS(=O)(=O)c2ccc3[nH]c(=O)[nH]c3c2)cc1	i	-6.3%	7.8%	i	-0.2%
4	C/C(=N\NC(=O)c1cc(-c2cccnc2)nc2ccccc12)c1ccc(O)cc1O	49.3	?	3.98µM*	?	?

cpd	HT1080-NT tox	SW480 rerep	KB-3-1 cytotox	HepG2 viability
12	10.2%	-4.4%	-0.8%	-8.6%
11	-29.2%	?	3.4%	-1.5%
10	?	·	0.0%	-96.4%
9	-5.8%	-4.2%	16.8%	-23.8%
4	?	?	?	-20.1%

Next part
cpd	Compound	IL1B secr inh	HT1080 IDH1KD tx	ATXN2 expr inh	ATXN viability	MCF10A rerep
13	CCn1cc(C(=O)N[C@@H](CCSC)C(=O)NCCCOC)c(=O)c2cc3c(cc21)OCO3	9.8	0.0%	·	?	-10.0%
14	COc1ccccc1N1CCN(C(=O)c2cc(C)oc2C)CC1	2.5	-5.0%	-23.8%	i	?
15	Cc1c(NC(=O)C23CC4CC(CC(Br)(C4)C2)C3)c(=O)n(-c2ccccc2)n1C	0.0	6.0%	3.7%	i	1.0%
16	CCOC(=O)CCCn1c(C)nc(=O)c(-c2ccccc2)c1C	-3.1	10.5%	4.6%	i	5.4%
17	O=C1Nc2cc(C(F)(F)F)ccc2N2CCCCC12 (stereo unspecified)	36.9	-21.2%	-12.7%	i	4.7%
18	CCOC(=O)c1ccc(NC(=S)N2CCCC2)cc1	-22.1	8.9%	10.3%	i	13.1%
19	CCCc1ccc2oc(C(=O)N3CCC(C(N)=O)(N4CCCCC4)CC3)c(C)c2c1	-17.6	10.0%	3.6%	i	-0.7%
20	CCOc1ccccc1NC(=O)Cn1ccn(Cc2ccc(C)cc2)c(=O)c1=O	·	·	-7.0%	i	·
21	CN1CCCc2cc(C=O)ccc21	-7.7	4.5%	6.5%	i	1.4%

cpd	HT1080-NT tox	SW480 rerep	KB-3-1 cytotox	HepG2 viability
13	2.4%	-15.0%	12.3%	-0.1%
14	2.5%	25.1%	?	-22.5%
15	-3.8%	-5.3%	1.2%	8.1%
16	15.2%	7.5%	1.9%	-17.0%
17	-2.2%	-4.7%	-7.7%	-19.4%
18	0.9%	-30.9%[inhibitor]	2.4%	3.1%
19	-0.3%	27.4%	-4.3%	7.6%
20	·	·	-1.4%	-3.0%
21	0.6%	-3.7%[9.22 µM]	12.9%	-13.8%

As entered above.
Entry for #20 in KB-3-1 cytotox: -1.4%
Entry for #14 in IL1B secr inh: 2.5
Entry for #19 in HT1080 IDH1KD tx: 10.0%
Entry for #16 in HepG2 viability: -17.0%
